MEX-5 binding: C. elegans MEX-5 TCR-2 RNA binding activity; Q9XUB2; MEX-5/FITC-TCR2 RNA binding, fluorescence polarization; hits give low values; activity score (negative = inhibition of binding), % at 10 µM; 300,000 compounds, 0.38% hits;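 active = inhibition past about -25% in most replicates, and total fluorescence under double the plate's negative control median, limit read from the data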;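 also: 0% = DMSO and -100% = 5 µM competing unlabeled TCR2 RNA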
Yeast superoxide: yeast age-related superoxide inhibition as caloric restriction mimetic. AID 2690. 330,000 compounds, 0.18% hits. S. cerevisiae aged cells, superoxide DHE fluorescence; hits give low values. superoxide response (% of plate mean), % at 10 µM;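 active = superoxide response under a set limit, about three screen SD below normal, cut at about 65% in these data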;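 also: yeast aged for seven days with compound at 30 °C before DHE staining; 100% = average MFI of all compound-treated wells on the plate with controls excluded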
VLA-4 inh: inhibition in a human VLA-4 binding assay | P13612 | VLA-4 expressing cells, ligand binding flow cytometry | inhibition, % (about 7 µM as worked out from the volumes in the protocol) | 330,000 compounds, 0.2% hits; in the data active = inhibition above about 50%
GLD-1 RNA inh: GLD-1-TGE RNA interaction inhibition (C. elegans). Q17339. 320,000 compounds, 0.44% hits. purified GLD-1 + fluorescein TGE RNA, fluorescence polarization. inhibition, % at 5.96 µM;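 active = percent inhibition above a per-plate cutoff, the plate mean of test compounds plus 3 SD, cut at about 30% in these data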;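 also: 0% = DMSO wells with GLD-1 and probe and 100% = wells lacking GLD-1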
GRK2 aptamer HTS: inhibitors of human GRK2 displacing RNA aptamer. P25098. bead flow cytometry, FAM-aptamer displacement from GRK2. inhibition of aptamer binding, % at 10 µM. 330,000 compounds, 0.59% hits;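 active = inhibition of aptamer binding above 40%, roughly 3 SD of noise, on plates passing a quality check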;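 also: median bead fluorescence of bound FAM aptamer so fluorescent compounds give negative values; no value below 0 was filed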
Bcl-xL primary: inhibitors of human Bcl-xL | Q07817 | GST-Bcl-xL / FITC-Bim BH3 peptide fluorescence polarization | inhibition, % at 10.9 µM | 320,000 compounds, 0.7% hits;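 active = inhibition above the mean of all tested compounds plus 3 SD, cutoff set per campaign, cut at about 30% in these data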;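 also: 0% = DMSO wells and 100% = unlabeled Bim-BH3 peptide competitor; inhibitors lower millipolarization by displacing the labeled peptide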
Target sequence (Q07817 whole entry, looked up): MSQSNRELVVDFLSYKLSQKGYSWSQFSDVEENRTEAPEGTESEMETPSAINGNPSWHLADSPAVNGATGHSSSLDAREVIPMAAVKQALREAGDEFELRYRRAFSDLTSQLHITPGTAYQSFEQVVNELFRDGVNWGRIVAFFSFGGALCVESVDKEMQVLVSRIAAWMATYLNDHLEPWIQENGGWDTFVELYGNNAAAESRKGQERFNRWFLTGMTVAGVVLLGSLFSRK
CIT2 TOR yeast: modulators of TOR pathway CIT2-GFP in S. cerevisiae; 320,000 compounds, 0.065% hits; GFP response vs DMSO, % at 10 µM; S. cerevisiae CIT2-GFP strain, flow cytometry, 3 h; 100 means same as DMSO wells;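 active = GFP response relative to DMSO above a set limit, near the screen mean plus 3 SD, cut at about 150% in these data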;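 also: ratio of well median GFP fluorescence to mean of DMSO wells on the plate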
AGP1-GFP MLPCN: alters AGP1-GFP fluorescence in TOR pathway yeast screen; S. cerevisiae AGP1-GFP multiplex flow cytometry, 3 h; GFP as percent of DMSO wells; GFP response vs DMSO, % at 10 µM; 320,000 compounds, 0.02% hits; AID 2066;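 active = GFP response relative to DMSO above a set limit, near screen average plus 3 SD, cut at about 150% in these data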;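 also: median GFP channel fluorescence of the gated AGP1 strain per well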
MCL1-BIM inh: inhibitors of human MCL1 binding to BIM-BH3 peptide. Q07820. GST-MCL1 / FITC-Bim-BH3 fluorescence polarization. inhibition, % at 10.9 µM. 320,000 compounds, 0.68% hits. AID 2057;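 active = inhibition above the mean inhibition of all tested compounds plus 3 SD, set per campaign, cut at about 40% in these data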;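 also: 0% = DMSO wells and 100% = unlabeled Bim-BH3 peptide control; higher means more loss of mP so more displacement of Bim peptide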
Target sequence (Q07820 whole entry, looked up): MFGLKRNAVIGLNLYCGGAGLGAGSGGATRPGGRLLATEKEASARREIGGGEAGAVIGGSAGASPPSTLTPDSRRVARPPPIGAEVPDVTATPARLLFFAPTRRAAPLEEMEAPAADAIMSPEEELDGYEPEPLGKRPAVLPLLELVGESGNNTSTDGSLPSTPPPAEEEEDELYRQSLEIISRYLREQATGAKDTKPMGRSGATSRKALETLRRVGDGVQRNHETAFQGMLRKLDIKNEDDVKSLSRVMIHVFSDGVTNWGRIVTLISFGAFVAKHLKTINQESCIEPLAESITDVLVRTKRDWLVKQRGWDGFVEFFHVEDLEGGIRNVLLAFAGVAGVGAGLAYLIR
An asterisk follows results filed as active; / = no result given. No enrichment for hits; 2.1% or so of the library scored in one or more.

The line under a structure holds: VLA-4 inh	GLD-1 RNA inh	MEX-5 binding	Bcl-xL primary	AGP1-GFP MLPCN	Yeast superoxide	CIT2 TOR yeast	GRK2 aptamer HTS	MCL1-BIM inh
- COc1nc(OC)nc(N2CCCCCC2)n1
→ 12	-6	-3.2	-1	103	101	103	3	0
- O=C(NC1CCCCC1)NC1(C(=O)NCCCN2CCOCC2)CCCCC1
→ 6	-1	-1.4	3	101	111	111	1	5
- Oc1ccc(C2Nc3cccc4cccc(c34)N2)cc1
→ 2	-3	0.9	15	94	95	101	2	27
- COc1ccc(C(=O)N[C@H](C(=O)NCc2ccco2)C(C)C)cc1
→ -17	0	1.2	4	100	109	94	0	3
- CC(=O)c1cccc(S(=O)(=O)N2CCN(CCOc3ccccc3)CC2)c1
→ 3	3	/	7	92	94	91	1	11
- CC(C)C(NS(=O)(=O)c1cccs1)C(=O)NCc1ccccc1Cl (centres undefined)
→ -4	0	0.7	12	100	104	97	2	10
- COc1ccccc1N1CC(O)=C(c2nc3ccccc3s2)C1=N
→ 20	1	-2.7	1	96	92	96	1	4
- Cc1cc(C)nc(SCc2ccc3nonc3c2)n1
→ 17	-3	0.1	0	94	113	100	2	3
- N#Cc1c(N)n(CCCN2CCOCC2)c2nc3ccccc3nc12
→ -6	13	/	25	108	89	98	0	23
- CC(Nc1ccnc2cc(Cl)ccc12)c1ccc(S(N)(=O)=O)cc1 (centres undefined)
→ -11	7	-0.3	1	112	106	112	0	-1
- Cc1ccc(NC(=O)CCC(=O)NNC(=O)COc2ccccc2)cc1C
→ 13	5	2.0	-1	90	98	96	0	-3
- Cc1cc(NC2CCCCC2)n2c(n1)nc1ccccc12
→ -5	2	-6.2	3	106	112	106	0	2
- O=[N+]([O-])c1cccc(/C=C/C=N/Nc2nc(N3CCCCC3)nc(N3CCCCC3)n2)c1
→ 17	10	-0.6	7	83	109	99	4	-5
- COc1ccc(CNC(=O)COc2cc(O)c3c(c2)OC(C)(C)CC3=O)c(OC)c1
→ 17	2	-3.7	0	93	99	92	1	-1
- CSCCC(NC(=O)c1ccc(C(C)(C)C)cc1)C(=O)OCC(=O)N1CCCC1=O (centres undefined)
→ 13	1	/	6	104	91	94	3	3
- Cc1ccc(C)c(N2CCN(C(=O)c3ccc4nc(-c5ccco5)c(-c5ccco5)nc4c3)CC2)c1
→ -8	2	-0.2	14	104	106	91	7	16
- O=CN1CCN(c2c([N+](=O)[O-])c(=O)oc3ccccc23)CC1
→ 20	4	-0.3	4	103	102	108	0	7
- Cc1cc(NC(=O)c2cccc(S(=O)(=O)Nc3cccc(C(=O)O)c3)c2)no1
→ 4	8	1.9	9	103	97	100	2	7
- Cc1ccc(NC2=C/C(=N\S(=O)(=O)c3cccs3)c3ccccc3C2=O)c(C)c1
→ 7	8	-0.7	8	100	99	95	0	2
- Cc1sc2nc(Cc3ccccc3)[nH]c(=O)c2c1-c1ccccc1
→ -43	0	0.0	7	99	100	103	3	11
- O=C(NCCc1ccccc1)c1cc(S(=O)(=O)N2CCCC2)ccc1F
→ 7	2	-1.1	5	98	83	90	0	4
- CC1(c2nnc(-c3cccc(Cl)c3)o2)CC(c2ccc(C#N)cc2)=NO1 (centres undefined)
→ -13	5	2.5	5	93	96	97	9	0
- CC(=O)Nc1ccc(S(=O)(=O)NCC(=O)NNC(=O)COc2c(C)cccc2C)cc1
→ 7	1	/	/	100	112	104	1	/
- Nc1sc(-c2ccccc2)cc1-c1n[nH]c(=S)n1C1CCCCC1
→ 31	-2	2.1	1	94	100	85	4	-5
- Cc1ccccc1N1CCN(Cc2cc3c(cc2[N+](=O)[O-])OCO3)CC1
→ 0	7	2.9	3	90	101	97	1	11
- COCc1nnc(NC(=O)CCCOc2ccccc2OC)s1
→ -3	3	0.9	-3	102	103	/	1	-4
- COc1ccc(C(=O)NCC(=O)N/N=C/c2ccco2)cc1OC
→ -2	12	1.8	-5	103	113	105	0	-1
- COc1ccc(C(=O)SC2=NCCS2)cc1OC
→ 9	-1	0.3	6	99	101	96	0	-3
- CC1CC(=O)C2=C(C1)Nc1ccccc1N(C(=O)COc1ccccc1)C2c1ccco1 (centres undefined)
→ 12	4	-5.5	8	105	92	109	3	2
- CN1CCN(C(=O)CCC(=O)NCc2ccc(F)cc2)CC1
→ 3	4	0.2	4	89	95	92	1	3
- CCCS(=O)(=O)N1CCCC(C(=O)Oc2ccccc2Cl)C1 (centres undefined)
→ -6	3	-3.4	0	102	101	99	2	3
- COc1ccc(/C(C)=N/Nc2ccc(C(=O)O)cc2)cc1OC
→ 0	1	/	8	98	108	93	4	2
- COc1ccc(C2CC(c3ccccc3)=NN2C(=O)CSc2ncccn2)cc1 (centres undefined)
→ -17	-2	-0.3	2	102	117	107	2	7
- COc1ccc(C2=NS(=O)(=O)N(C)C(C(=O)N(C)Cc3ccccc3)=C2)cc1
→ 11	0	2.2	2	107	90	102	0	2
- C/C(=N/NS(=O)(=O)c1ccc(C(C)(C)C)cc1)c1ccc2c(c1)OCO2
→ 13	/	-1.7	/	81	94	82	0	/
- COc1ccc(NC(=O)CN(C)C(=O)c2ccc(-c3ccccc3Cl)o2)cc1
→ 0	3	0.3	-2	103	96	99	0	-12
- Cn1c(SCC(=O)NCc2cccs2)nnc1-c1ccco1
→ 1	4	-1.0	0	94	81	96	0	-7
- Cc1ccc(S(=O)(=O)N2CCN(C(=S)NCCc3ccccc3)CC2)cc1
→ 2	0	0.9	2	86	101	90	0	5
- Cc1cc(Nc2ccc3c(c2)OCCO3)n2ncnc2n1
→ -20	3	-0.2	4	109	105	104	1	6
- O=C(Nc1nc(-c2ccccc2)cs1)C1CCCO1 (centres undefined)
→ -9	-8	-0.8	-2	93	95	93	0	-2
- O=C(NCc1nnc(SCc2ccc(C(F)(F)F)cc2)n1-c1ccccc1)C12CC3CC(CC(C3)C1)C2
→ 9	3	-0.5	7	102	96	105	0	4
- CCOc1ccccc1NC(=O)Nc1cc(C(=O)O)ccc1C
→ -12	-5	-5.7	-1	109	96	118	6	6
- CCCN(Cc1ccccc1)C(=S)Nc1ccc(F)cc1
→ 7	-4	0.3	0	110	93	106	0	2
- COC(=O)[C@H](Cc1ccccc1)NC(=O)NCc1ccccc1
→ 4	0	2.8	7	101	90	92	0	9
- CC1=CC(C)=Nc2ccccc2N1
→ 16	11	-2.5	22	103	77	98	2	26
- COc1cc(-c2nc3ccc4ccccc4c3c3c2CCC3)ccc1O
→ 2	-4	1.6	7	80	93	86	2	3
- COc1ccc(-c2nc(CN3CCCCC3CCc3ccccn3)c(C)o2)cc1 (centres undefined)
→ 0	4	3.5	10	99	98	97	0	5
- CC(C)(C)n1nc2c(c1NC(=O)c1cc3ccccc3o1)CSC2
→ 6	-1	1.3	6	102	101	108	1	0
- O=c1nc(-c2ccccc2)n(-c2ccc(Cl)cc2)[nH]1
→ 13	4	2.4	1	88	74	90	2	5
- COc1ccccc1NC(=O)C1CCN(C(=O)c2ccc(C(C)(C)C)cc2)CC1
→ 1	-14	-0.2	-2	99	99	104	0	-2
- COc1ccc(CN2CCCC(CO)(Cc3ccc(F)cc3)C2)cc1C (centres undefined)
→ 8	-5	0.5	2	103	99	103	12	5
- CCOc1ccc(-n2c(=S)sc3c(=O)[nH]c(SCC(=O)C(C)(C)C)nc32)cc1
→ -17	4	-1.4	2	90	98	91	2	2
- Cn1cnc([N+](=O)[O-])c1SCC(=O)NN
→ 1	1	-1.3	-2	105	86	95	3	5
- COc1cc(C2NC(=O)NC(c3ccccc3)=C2C(C)=O)ccc1OCC(=O)O (centres undefined)
→ 3	-1	0.5	3	101	92	98	2	2
- OCCSc1nc2ccccc2n1CCOc1ccccc1
→ 12	2	-0.2	-4	96	89	96	0	-11

Structures above containing an NH in an aromatic ring:
The line under a structure holds: VLA-4 inh	GLD-1 RNA inh	MEX-5 binding	Bcl-xL primary	AGP1-GFP MLPCN	Yeast superoxide	CIT2 TOR yeast	GRK2 aptamer HTS	MCL1-BIM inh
- Cc1sc2nc(Cc3ccccc3)[nH]c(=O)c2c1-c1ccccc1
→ -43	0	0.0	7	99	100	103	3	11
- Nc1sc(-c2ccccc2)cc1-c1n[nH]c(=S)n1C1CCCCC1
→ 31	-2	2.1	1	94	100	85	4	-5
- O=c1nc(-c2ccccc2)n(-c2ccc(Cl)cc2)[nH]1
→ 13	4	2.4	1	88	74	90	2	5
- CCOc1ccc(-n2c(=S)sc3c(=O)[nH]c(SCC(=O)C(C)(C)C)nc32)cc1
→ -17	4	-1.4	2	90	98	91	2	2

Part of the list above, tab-delimited.
canonical_smiles	VLA-4 inh	GLD-1 RNA inh	MEX-5 binding	Bcl-xL primary	AGP1-GFP MLPCN	Yeast superoxide	CIT2 TOR yeast	GRK2 aptamer HTS	MCL1-BIM inh
Cn1cnc([N+](=O)[O-])c1SCC(=O)NN	1	1	-1.3	-2	105	86	95	3	5
COc1ccc(CN2CCCC(CO)(Cc3ccc(F)cc3)C2)cc1C (centres undefined)	8	-5	0.5	2	103	99	103	12	5
COc1ccccc1NC(=O)C1CCN(C(=O)c2ccc(C(C)(C)C)cc2)CC1	1	-14	-0.2	-2	99	99	104	0	-2
COc1ccc(-c2nc(CN3CCCCC3CCc3ccccn3)c(C)o2)cc1 (centres undefined)	0	4	3.5	10	99	98	97	0	5
CC(C)(C)n1nc2c(c1NC(=O)c1cc3ccccc3o1)CSC2	6	-1	1.3	6	102	101	108	1	0

Assay outcomes: PubChem, several laboratories
